L3MBTL1 inh: inhibitors of human L3MBTL1 | Potency, µM (series often up to 57.1 µM), inactives show at the highest dose activity, negative = inhibition, most hits filed as inhibitors | 230,000 compounds, 0.66% hits | Q9Y468 | AID 485360 | AlphaScreen L3MBTL1–H3K9me1 peptide binding; active = well fitted inhibition curve with a large enough effect; inconclusive = small, poorly fitted or top-dose-only effect; inactive = no such curve, though single readings can be large or run the other way; also: nearly all actives have a fitted effect of over 60% in size
Target sequence (Q9Y468 whole entry, looked up): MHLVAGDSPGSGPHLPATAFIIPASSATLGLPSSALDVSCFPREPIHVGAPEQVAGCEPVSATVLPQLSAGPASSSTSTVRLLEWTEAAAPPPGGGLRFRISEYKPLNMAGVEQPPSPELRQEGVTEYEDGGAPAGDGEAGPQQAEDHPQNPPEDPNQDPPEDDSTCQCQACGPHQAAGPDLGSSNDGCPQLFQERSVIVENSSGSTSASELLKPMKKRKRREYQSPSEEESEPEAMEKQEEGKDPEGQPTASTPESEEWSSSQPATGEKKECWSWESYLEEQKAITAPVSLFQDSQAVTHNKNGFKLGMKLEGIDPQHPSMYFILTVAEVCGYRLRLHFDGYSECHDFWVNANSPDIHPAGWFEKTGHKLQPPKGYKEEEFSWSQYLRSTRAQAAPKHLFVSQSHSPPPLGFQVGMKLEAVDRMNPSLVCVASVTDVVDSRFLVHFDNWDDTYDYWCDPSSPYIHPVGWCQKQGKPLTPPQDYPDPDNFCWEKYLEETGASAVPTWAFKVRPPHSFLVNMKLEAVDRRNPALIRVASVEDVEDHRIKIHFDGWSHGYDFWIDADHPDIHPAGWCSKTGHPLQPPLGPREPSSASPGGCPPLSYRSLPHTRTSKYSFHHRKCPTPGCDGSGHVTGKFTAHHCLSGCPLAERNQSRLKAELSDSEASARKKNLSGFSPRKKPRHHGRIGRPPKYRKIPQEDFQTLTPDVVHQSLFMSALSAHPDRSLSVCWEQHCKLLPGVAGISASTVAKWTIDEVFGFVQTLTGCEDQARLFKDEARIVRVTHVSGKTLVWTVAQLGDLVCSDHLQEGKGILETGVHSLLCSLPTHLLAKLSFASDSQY
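L3MBTL1 (50 nM) pre-complexed 30 min with biotinylated H3(1-15)K9me1 peptide (75 nM), then compounds added for 30 min at room temperature; AlphaScreen streptavidin donor/nickel chelate acceptor beads (10 ug/mL final) read after 30 min dark incubation.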
* = called active by the depositor; ? = inconclusive; [ ] = dose if it differs, or a comment. % is scaled to controls: 0 for no effect and ±100 for the full control effect; potency is read from the fitted curve at half-maximal effect. Not all compounds are listed; the hit share may differ from the screen's.

# | L3MBTL1 inh | smiles
1 | 2% | CCN1CCN(c2ccc(S(=O)(=O)N3CCOCC3)cc2NC(=O)CCSC)CC1
2 | -13% | CCCNC(=O)c1ccc(N2CCC3(CC2)CC(c2cccc(Br)c2)=NO3)c([N+](=O)[O-])c1
3 | 33%[activator] | CCN(C(=O)COC(=O)/C=C/c1cccc([N+](=O)[O-])c1)c1c(N)n(Cc2ccccc2)c(=O)[nH]c1=O
4 | 3% | Cc1cc(C)c(SCCc2ccncc2)c(C)c1
5 | -6% | CC1CCCC(C)N1C(=O)COC(=O)c1c[nH]c2ccccc12 (centres undefined)
6 | -2% | CN(CC(=O)Nc1ccccc1Cl)C(=O)CCc1nc2ccccc2c(=O)[nH]1
7 | 5% | COc1cc2c(cc1NC(=O)CCC(=O)O)oc1ccccc12
8 | -8% | Cc1cccc(NC(=O)CNC(=O)Cc2ccc3c(c2)OCCO3)c1C
9 | 5% | Clc1cccc(CN2CCN(c3ncccn3)CC2)c1Cl
10 | 4% | C=CCOCC(O)Cn1c(N2CCCC2)nc2c1c(=O)n(C)c(=O)n2C (centres undefined)
11 | 0% | O=C(COC(=O)CCNS(=O)(=O)c1ccccc1)Nc1ccc(OC(F)F)cc1
12 | 3% | CC(C)c1ccc(NC(=O)COC(=O)c2cc(=O)[nH]c3ccccc23)cc1
13 | -6% | O=C(CCNC(=O)c1ccccc1)NNC(=O)COc1ccccc1Cl
14 | -7% | CCN(c1ccccc1)S(=O)(=O)c1cc(C(=O)NCc2ccco2)ccc1C
15 | 0% | CCOC(=O)[C@H]1[C@H]2COc3ccc(C)cc3[C@@H]2N2C(=O)c3ccc(F)cc3NC(=O)[C@@]12C
16 | 8% | CSCCC(NC(=O)c1ccc([N+](=O)[O-])cc1Cl)C(=O)OCC(=O)NC(=O)CN1CCCC1=O (centres undefined)
17 | -4% | Cc1ccc(CNCCCSc2ncccn2)cc1
18 | -9% | CC(=O)Nc1ccc(NC(=O)C(C)OC(=O)C2CCN(S(=O)(=O)c3ccccc3C(F)(F)F)CC2)cc1 (centres undefined)
19 | 3% | O=C(CSc1nncn1-c1ccccc1F)NC1CC1
20 | -5% | O=C(COC(=O)c1cc2ccccc2cc1O)NCc1ccccc1
21 | 16% | CCOc1ccc(OCCC(=O)N2CCN(S(=O)(=O)c3cccc(F)c3)CC2)cc1
22 | 7% | COc1ccc(C)cc1NC(=O)CSc1nnc2ccc(-c3ccccn3)nn12
23 | -5% | CC1CN(C(=O)c2ccc(-c3cccc(C(F)(F)F)c3)o2)CC(C)O1 (centres undefined)
24 | 8% | O=C(CN1c2cccc3cccc(c23)S1(=O)=O)NCc1ccc(F)cc1
25 | 1% | CC(C)(C)OC(=O)C[C@H]1C/C=C\C[C@@H](CC(=O)NCCO)C(=O)N[C@H](Cc2ccccc2)COC1=O
26 | 35%[activator] | CCOC(=O)N1CCN(C(=O)CCc2ccccc2)CC1
27 | -3%[2.29 µM] | COc1ccc(OC)c(NC(=O)C2CC2c2ccccc2)c1 (centres undefined)
28 | -1% | COc1cccc(NC(=O)CN(C)C(=O)c2cc3c(s2)CCCC3)c1
29 | 1% | COc1ccccc1NS(=O)(=O)c1ccc(C)c(NC(=O)C2CCCO2)c1 (centres undefined)
30 | 8% | CC1CCN(S(=O)(=O)c2c[nH]c(=O)[nH]c2=O)CC1
31 | -2% | O=C(c1ccco1)N1CCN(Cc2c(Cl)cccc2Cl)CC1
32 | -14% | COc1ccccc1NS(=O)(=O)c1cc(N)ccc1N1CCCC1
33 | -7% | Cc1ccccc1NC(=O)CC(=O)c1ccccc1
34 | 2% | CCc1cccc(OCC(=O)Nc2cc(Cl)ccc2-n2cncn2)c1
35 | 2% | Cc1ccc2nc(COC(=O)CNC(=O)c3ccccc3)cn2c1
36 | 6% | CCCCOc1ccc(C(=O)OCC(=O)N2CCCCCC2)cc1
37 | -16% | Cc1ccc(S(=O)(=O)N2CCN(C(=O)COC(=O)c3ccc([N+](=O)[O-])o3)CC2)c(C)c1
38 | -4% | CCc1nnc(NC(=O)COC(=O)c2cc(OC)cc(OC)c2)s1
39 | 1%[2.29 µM] | CCOc1ccccc1N(CC(=O)NC(C)(C)C)C(=O)CCC(=O)Nc1nccs1
40 | 9% | O=C(Nc1ccc(Cl)c(Cl)c1)c1ccccc1
41 | 6% | Cc1ccc(S(=O)(=O)N2[C@@H](c3ccc(F)cc3)C(C(=O)O)=CC[C@H]2c2ccc(Cl)cc2)cc1
42 | -1% | O=C(CSc1nc2ccccc2c(=O)n1CCCN1CCOCC1)Nc1ccccc1OC(F)F
43 | -2% | COc1ccccc1CN1CCN(C(=O)c2ccco2)CC1
44 | 5% | COc1cccc(CNC(=O)CCNC(=O)c2ccco2)c1
45 | -6% | C=CCOc1ccc(/C=C/C(=O)OCc2csc(CC(=O)Nc3ccccc3C)n2)cc1
46 | -2% | COCCCn1c(=O)c2ccccc2n(Cc2ccccc2)c1=O
47 | -16% | CCOc1ccc(S(=O)(=O)N2CCN(C(=O)c3ccc(-n4cncn4)c([N+](=O)[O-])c3)CC2)cc1
48 | -6% | COc1ccc(CNC(=O)COC(=O)c2ccc(C)c(S(=O)(=O)N3CCOCC3)c2)cc1
49 | -3% | O=C(NCc1ccc(F)cc1)c1cccnc1
50 | -9% | C[C@]12c3[nH]c4ccc(Cl)cc4c3CCN1C(=O)[C@@H](CC(=O)NCCCn1ccnc1)C[C@@H]2C(=O)N1CCCCC1
51 | -4% | O=C(COC(=O)COc1ccccc1)Nc1cccnc1Cl
52 | -5% | N#CCCN(C(=O)COC(=O)CCNS(=O)(=O)c1ccccc1)c1ccccc1
53 | 0% | Cc1cc(C(=O)CCC(=O)Nc2ccc(S(N)(=O)=O)cc2)c(C)s1
54 | 5% | COc1ccc(S(=O)(=O)N2CCN(C(=O)c3ccc(NC(C)=O)cc3)CC2)cc1
55 | -1% | CCOC(=O)C1CCCN(C(=O)COC(=O)c2cccs2)C1 (centres undefined)
56 | 1% | c1ccc(NC2=NCCN2CCCC2CCCC2)cc1
57 | 5% | CC(=O)Nc1ccc(C(=O)CN2C(=O)NC3(CCCc4ccccc43)C2=O)c(F)c1 (centres undefined)
58 | 26% | O=C(C[C@H]1C/C=C\C[C@H](NC(=O)OCC2c3ccccc3-c3ccccc32)C(=O)O[C@H](c2ccccc2)CNC1=O)N[C@H](CO)Cc1ccccc1
59 | -8% | COc1ccc(CC(=O)N(Cc2ccccc2)C(C)C)cc1
60 | 1% | CCc1cccc(NC(=O)c2cccc3c2C(=O)N(CC2CCCO2)C3)c1 (centres undefined)

(further entries)
# | L3MBTL1 inh | smiles
61 | 2% | Cc1cc(=O)oc2cc(OCC(=O)N3CCCC3)c(Cl)cc12
62 | 7% | CCOc1ccc(NC(=O)CN(C)C(=O)c2cc(-c3ccncc3)nc3ccccc23)cc1OCC
63 | -1%[2.29 µM] | Cc1cccc(NC(=O)C(Cc2ccccc2)c2nn[nH]n2)c1C (centres undefined)
64 | 12% | COCc1c(C(=O)N2CCN(c3ccccc3C)CC2)oc2ccccc12
65 | -3% | Cc1ccc(NC(=O)COC(=O)C2(CC(=O)NC(C)C)CCCC2)cc1C
66 | 3% | Cc1cc(OCC(=O)Nc2ccccc2N2CCOCC2)c(C(C)C)cc1Cl
67 | -6% | Cc1ccc(C)c(SCC(=O)N(C)C2CCS(=O)(=O)C2)c1 (centres undefined)
68 | -9% | COc1cccc(N2CCN(C(=O)CC(NC(=O)c3ccccc3)c3ccccc3)CC2)c1 (centres undefined)
69 | -3% | CC(=O)Nc1cccc(-c2nnc(-c3ccc(C)cc3)o2)c1
70 | 9% | CC(C)N(Cc1ccccc1)C(=O)COC(=O)c1c(F)cccc1F
71 | -6% | CC(=O)c1ccc(S(=O)(=O)N2CCN(CCOc3ccc(Br)cc3)CC2)cc1
72 | 9% | Cc1ccccc1C(=O)NNS(=O)(=O)c1cccc([N+](=O)[O-])c1
73 | 0% | Cc1ccc(NC(=O)CSc2ccc3c(c2)OCCO3)nc1
74 | 2% | O=C(COC(=O)c1ccc2c(c1)OCO2)NC1CCCCC1
75 | -1% | COc1cc(/C=C/C(=O)OCC(=O)NCC(=O)Nc2cccc(C)c2C)ccc1OC(F)F
76 | 3% | CCN(CC)C(=O)c1ccc(C(=O)Nc2ccc(F)cc2)cc1
77 | 4% | CC(C)(O)[C@@H]1CC(=O)[C@]2(C)[C@H](CC[C@@]3(C)[C@H](c4ccoc4)OC(=O)[C@H]4O[C@]432)[C@@]1(C)/C=C\C(=O)O
78 | 17% | COC(=O)c1ccc(NC(=O)COC(=O)CCC2CCCC2)cc1
79 | 8% | O=c1[nH]c(=O)n([C@H]2C[C@H](O)[C@@H](CO)O2)cc1I
80 | -3% | C=CC[C@@H](CC(=O)N[C@@H](CO)Cc1ccccc1)C(=O)N[C@H](COC(=O)[C@@H](CC=C)Cc1ccc(F)cc1)Cc1c[nH]c2ccccc12
81 | 7% | COc1ccc(CCC(=O)NC(C)C2CCCO2)cc1 (centres undefined)
82 | -12% | COc1ccc(-c2c(C#Cc3ccsc3)c3cc(-c4ccc(OC)c(F)c4)ccc3n2C)cc1
83 | 1% | COc1ccc(C(=O)NCC(c2ccco2)N2CCOCC2)cc1OC (centres undefined)
84 | 1% | CCC(CO)Oc1cc(NC(=O)c2ccccc2N)c2ncn(C(C)C)c2c1 (centres undefined)
85 | ? | Cc1ccc(C(=O)OCC(=O)N2c3ccccc3NC(=O)C2(C)C)cc1S(=O)(=O)N1CCCCC1
86 | 8% | O=C(CCCOc1ccccc1)Nc1cccc(S(=O)(=O)N2CCCCCC2)c1
87 | -1% | C=CC[C@H](CC(=O)N(CCO)Cc1ccccc1)C(=O)N[C@H](COC(=O)[C@@H](CC=C)CC(=O)OC(C)(C)C)c1ccccc1
88 | 0% | O=C1CCc2cc(S(=O)(=O)Nc3ccccc3)ccc2N1
89 | -1% | COc1ccc(NC(=O)COC(=O)CCc2nc3ccccc3c(=O)[nH]2)c(OC)c1
90 | 6% | CC(C)(C)OC(=O)C[C@H]1C/C=C\C[C@@H](CC(=O)N(CCO)Cc2ccccc2)C(=O)NC[C@H](c2ccccc2)OC1=O

Of the compounds above, these contain a CF3 group:
# | L3MBTL1 inh | smiles
18 | -9% | CC(=O)Nc1ccc(NC(=O)C(C)OC(=O)C2CCN(S(=O)(=O)c3ccccc3C(F)(F)F)CC2)cc1 (centres undefined)
23 | -5% | CC1CN(C(=O)c2ccc(-c3cccc(C(F)(F)F)c3)o2)CC(C)O1 (centres undefined)

Other records.
# | L3MBTL1 inh | smiles
91 | 0% | COc1cc(-c2nnc(NC(=O)C3=COCCO3)o2)cc(OC)c1OC
92 | 1% | Cc1c(NS(=O)(=O)c2cc(C(=O)NC(C)c3ccccc3)ccc2Cl)c(=O)n(-c2ccccc2)n1C (centres undefined)
93 | 3% | COc1cc(NS(=O)(=O)c2cc3[nH]c(=O)c(=O)[nH]c3cc2C)cc(OC)c1OC
94 | 3% | COc1cccc(CN(C)C(=O)C2CCN(S(=O)(=O)c3cccs3)CC2)c1OC
95 | 0% | Cc1c(Cl)cccc1NC(=O)c1ccco1
96 | -8% | CCC(NC(=O)CN1CCN(C(=O)c2cccs2)CC1)c1ccc(C)cc1 (centres undefined)
97 | -1% | CCCCCN(C(=O)CCC(=O)OCC(=O)Nc1cccc(SC)c1)c1c(N)n(CCCC)c(=O)[nH]c1=O
98 | -13% | CC(C)C(NC(=O)c1ccc(C(C)(C)C)cc1)C(=O)Nc1ccc(N2CCOCC2)cc1 (centres undefined)
99 | 4% | CCc1nnc(NC(=O)C2CCN(c3ncnc4sc(C)c(C)c34)CC2)s1
100 | 2% | CC(=O)c1ccc(N2CCN(C(=O)C3CCN(C(=O)Nc4ccccc4)CC3)CC2)cc1
101 | -2% | CCOc1ccc(NC(=O)CN(C)C(=O)/C=C/c2ccc(S(=O)(=O)N3CCCCCC3)cc2)cc1OCC
102 | 1% | COC(=O)C1(Cc2cc(-c3cccnc3)no2)CCN(C(=O)OC(C)(C)C)CC1
103 | -11% | Cc1cc(C)c(-c2cc(NC(=O)COC(=O)c3ccc(NC(=O)CC#N)cc3)n(-c3ccccc3)n2)cc1C
104 | 2% | CCCCN(C(=O)CSc1c(C)c(C)cc(C)c1C)c1c(N)n(CCC)c(=O)[nH]c1=O
105 | 8% | O=C(OCc1nc2ccsc2c(=O)[nH]1)c1ccccc1

Along the list, from the results shown:
L3MBTL1 inh, entries 95 to 105 → 0%, -8%, -1%, -13%, 4%, 2%, -2%, 1%, -11%, 2%, 8%

Other structures.
# | L3MBTL1 inh | smiles
106 | -5% | COc1ccc(OC)c(C(=O)c2ccccn2)c1
107 | 4% | CCc1noc(C)c1C(=O)Oc1ccc(N(C)S(=O)(=O)c2ccc(C)cc2)cc1
108 | 6% | CN(C)S(=O)(=O)c1ccc(N2CCCC2)c(C(=O)Nc2ccc(Br)cc2F)c1
109 | -4% | Cc1ccccc1-c1cc(C(=O)NCc2ccc3c(c2)OCO3)nn1CC1CC(c2cccc([N+](=O)[O-])c2)=NO1 (centres undefined)
110 | -9% | Cc1cccc(NC(=O)N2C3CCCC2CC(NC(=O)C(C)(C)C)C3)c1 (centres undefined)
111 | 7% | CN1C(c2ccccc2)CCOS1(=O)=O (centres undefined)
112 | 4% | COc1cccc(CC(=O)Nc2ccc(S(=O)(=O)N3CCOCC3)cc2)c1

Some of these compounds in order of their number in L3MBTL1 inh, descending.
# | L3MBTL1 inh | smiles
111 | 7% | CN1C(c2ccccc2)CCOS1(=O)=O (centres undefined)
108 | 6% | CN(C)S(=O)(=O)c1ccc(N2CCCC2)c(C(=O)Nc2ccc(Br)cc2F)c1
112 | 4% | COc1cccc(CC(=O)Nc2ccc(S(=O)(=O)N3CCOCC3)cc2)c1
109 | -4% | Cc1ccccc1-c1cc(C(=O)NCc2ccc3c(c2)OCO3)nn1CC1CC(c2cccc([N+](=O)[O-])c2)=NO1 (centres undefined)
106 | -5% | COc1ccc(OC)c(C(=O)c2ccccn2)c1
110 | -9% | Cc1cccc(NC(=O)N2C3CCCC2CC(NC(=O)C(C)(C)C)C3)c1 (centres undefined)

Screens from PubChem.
